Screening results from PubChem BioAssay.
PHOSPHO1 inh = PHOSPHO1 (human) inhibition | hit rate 1.1% among 290,000 | recombinant PHOSPHO1, absorbance phosphatase assay | inhibition, % at 13.3 µM; in the data active = inhibition above about 60%
IDE cell activ = activators of human insulin-degrading enzyme in cells; AID 493087; hit rate 0.073% among 340,000; activation, % at 5.96 µM; P14735; HEK cells, FAbeta-B cleavage, fluorescence polarization; 0% vehicle, 100% cell-free pure enzyme wells;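 active = activation above the mean of all tested compounds plus 3 SD, set per screening campaign, cut at about 17% in these data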
Target sequence (P14735 whole entry, looked up): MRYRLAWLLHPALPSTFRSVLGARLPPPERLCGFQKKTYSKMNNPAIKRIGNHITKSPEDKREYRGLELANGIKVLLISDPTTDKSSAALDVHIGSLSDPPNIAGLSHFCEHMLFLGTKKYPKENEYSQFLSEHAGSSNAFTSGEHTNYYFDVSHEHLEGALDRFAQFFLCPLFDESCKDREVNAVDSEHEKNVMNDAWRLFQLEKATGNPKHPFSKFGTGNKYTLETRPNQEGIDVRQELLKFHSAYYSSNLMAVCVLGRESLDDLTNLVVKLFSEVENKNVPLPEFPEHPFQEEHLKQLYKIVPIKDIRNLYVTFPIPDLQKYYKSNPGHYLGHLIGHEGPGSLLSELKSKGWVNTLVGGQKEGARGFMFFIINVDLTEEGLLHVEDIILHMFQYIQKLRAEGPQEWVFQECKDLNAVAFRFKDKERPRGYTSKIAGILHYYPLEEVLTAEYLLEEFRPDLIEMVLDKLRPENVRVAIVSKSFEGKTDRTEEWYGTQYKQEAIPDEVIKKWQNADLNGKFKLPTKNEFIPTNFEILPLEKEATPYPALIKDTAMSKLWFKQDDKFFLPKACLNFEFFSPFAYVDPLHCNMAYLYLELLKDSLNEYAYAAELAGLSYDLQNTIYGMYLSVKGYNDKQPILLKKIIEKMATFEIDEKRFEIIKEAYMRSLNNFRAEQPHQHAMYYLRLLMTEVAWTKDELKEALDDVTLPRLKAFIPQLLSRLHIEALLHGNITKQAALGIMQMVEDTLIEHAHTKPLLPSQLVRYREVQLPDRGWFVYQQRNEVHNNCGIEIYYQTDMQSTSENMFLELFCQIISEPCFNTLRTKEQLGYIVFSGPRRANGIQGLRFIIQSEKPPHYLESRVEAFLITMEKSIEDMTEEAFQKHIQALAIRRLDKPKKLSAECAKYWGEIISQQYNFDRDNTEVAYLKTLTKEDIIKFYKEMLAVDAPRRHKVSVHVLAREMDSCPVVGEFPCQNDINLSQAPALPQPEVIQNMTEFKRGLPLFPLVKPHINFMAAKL
VIM-2 inhibitor = blocks Pseudomonas aeruginosa VIM-2 metallo-beta-lactamase; purified VIM-2, nitrocefin hydrolysis, epi-absorbance fluorescence; inhibition, % at 5.6 µM; hit rate 0.89% among 290,000; AID 1527;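 active = inhibition above the mean of all tested compounds plus 3 SD, cutoff set per screening run, cut at about 7.5% in these data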;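 note: red hydrolysis product quenches plate fluorescence so inhibitors raise well fluorescence; 0% = enzyme with DMSO and 100% = DMSO without enzyme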
HCV NS3 hel inh = HCV NS3 helicase inhibition; NS3 helicase DNA unwinding, Cy5 molecular beacon fluorescence; inhibition, % at 10.9 µM; hit rate 0.56% among 290,000;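 active = inhibition above the mean of all tested compounds plus 3 SD, set per campaign, cut at about 35% in these data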;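 note: 0% = DMSO wells and 100% = thioflavine S control wells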
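Control set: DMSO versus 110 µM thioflavine S; Material: NS3 helicase fragment of HCV; Measured by: Cy5 fluorescence at 0 and 60 min, beacon hairpin quenching; Read-out basis: percent inhibition from t60/t0 fluorescence ratio; Times: reaction time 60 min, 25 °C; Repeats: single replicate; Compound dosing: single dose, 10.9 µM nominal final, DMSO 0.8% final.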
p-CIP stab down = compounds decreasing mouse p/CIP protein stability; Q05BA5; decrease of EGFP signal, % at 10 µM; F442A p/CIP-EGFP cells, EGFP fluorescence, 16 h; hit rate 0.01% among 290,000;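 active = EGFP signal decrease of at least 30% at 10 µM or well 3 SD below plate mean, unless failing retest; inactive = the rest, including hits failing retest or dose response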; note: some compounds called inactive have numbers as strong as hits; many of its hits are not listed in these tables
IMP-1 inhibitor = blocks Pseudomonas aeruginosa IMP-1 metallo-beta-lactamase | purified IMP-1, nitrocefin hydrolysis, epi-absorbance fluorescence | inhibition, % at 5.6 µM | hit rate 0.45% among 290,000 | AID 1556;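 active = inhibition above the mean plus 3 SD of all compounds in the same screening run, cut at about 4.5% in these data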;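 note: 0% = IMP-1 with DMSO and 100% = DMSO wells lacking enzyme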
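System: Purified IMP-1 | Read-out basis: Percent enzyme inhibition | Controls: IMP-1 with DMSO as 0%, enzyme-free DMSO as 100% | Replicates: One well per compound | Doses: 5.6 µM nominal single concentration | Detection: Epi-absorbance fluorescence, 480 nm excitation, 530 nm emission | Incubation: 25 °C, 15 min preincubation, 25 min reaction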
SUMO HTRF inh = inhibitors of human SUMOylation (UBC9); P63279; hit rate 0.36% among 290,000; HTRF SUMOylation assay, SAE1/SAE2 + UBC9, in vitro; inhibition, % at 35 µM; in the data active = inhibition above about 50%, passing the limit was not always enough; note: strong numbers were not always called active
MEKK3 PB1 HTS = raises or lowers MEK5 binding to the human MEKK3 PB1 domain | Q99759 | bead-based flow cytometry, Alexa488-MEK5 binding to MEKK3; actives lie on both sides; 0 = blocked by unlabeled MEK5, 100 = vehicle | binding response (% of control), % at 10 µM | hit rate 1.4% among 290,000;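 active = binding response more than 3 SD above or below the average of its plate-row segment, actives on both sides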;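 note: Alexa488 bead fluorescence after subtracting the streptavidin-only scavenger bead signal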
DNA FID counter = counter-screen for HCV NS3 helicase inhibitors: DNA intercalator displacement | hit rate 0.17% among 290,000 | DNA fluorescent intercalator displacement, fluorescence | inhibition, % at 7.9 µM | AID 1845; in the data active = inhibition above about 37%;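 note: 0% = vehicle and 100% = reference compound; higher means more ethidium bromide displaced from hairpin DNA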
* marks the source's active call; other numbers are inactive results; / = not tested or not shown. Some of the compounds tested; rates above refer to the full screens.

Molecule,PHOSPHO1 inh,IDE cell activ,VIM-2 inhibitor,HCV NS3 hel inh,p-CIP stab down,IMP-1 inhibitor,SUMO HTRF inh,MEKK3 PB1 HTS,DNA FID counter
Clc1ccc(CN(Cc2ccccc2)C(c2cccs2)c2nnnn2C2CCCC2)cc1 (stereo not given),-55,-1,-1.5,-4,-20,-1.2,-4,112,-5
O=C(/C=C/c1ccc(Cl)cc1)NCCN1CCOCC1,16,-2,-1.9,5,6,-2.3,10,111,4
CO/N=C/NC(=O)NOCc1ncc(C(F)(F)F)cc1Cl,26,-3,-1.3,5,-2,-1.4,7,100,-4
Clc1ccccc1Cc1noc(CN2CCSCC2)n1,3,4,-5.6,2,3,-0.3,-1,101,-8
CCc1cc(C(=O)c2ccc(OC)cc2)c(NC(=O)CN2CCCCC2)s1,12,4,-2.8,3,-16,-1.4,-6,97,-6
O=C1/C(=C/c2ccccc2)CSc2sccc21,2,-2,-2.3,5,2,2.5,-6,104,-7
COc1ccc(C(=O)NCc2nnc(SCC(=O)NO)n2Cc2ccccc2)cc1,-23,-1,-0.5,4,-7,-1.1,15,99,-14
CCCn1c2ccccc2c2cnn(CC(=O)NCCCOC)c(=O)c21,14,-2,-0.3,6,-13,-0.9,19,104,-21
O=[N+]([O-])c1ccccc1OCCCCN1CCCCC1,22,4,-5.1,4,2,-3.5,-11,103,5
COc1ccc(Nc2nnc(-c3ccc(O)cc3)c3ccccc23)cc1C(N)=O,25,2,3.6,2,8,-0.5,-2,95,-14
O=C(NC(Cc1ccc(O)cc1)C(=O)O)/C(=C/c1ccccc1)NC(=O)c1ccccc1 (stereo not given),19,-3,-2.1,1,-15,0.1,2,110,-7
Cc1cc(NC(=O)COc2ccc3oc4ccccc4c3c2)no1,-17,-1,1.5,5,-1,-0.9,-10,102,2
O=C(Nc1nncs1)c1cc2c(s1)CCC2,11,2,-2.4,15,16,-1.7,-17,100,3
O=C(Nc1ncnc2c1ncn2C1OC(COC(=O)c2ccccc2)C(F)C1O)c1ccccc1 (stereo not given),11,5,-1.4,-2,-12,-4.0,-23,100,-32
O=c1cc(N2CCC3(CC2)OCCO3)[nH]c(=O)n1-c1ccc(Cl)cc1,16,1,-4.5,6,4,-3.1,8,107,0
COc1ccccc1NS(=O)(=O)c1ccc(NC(=O)c2nc3nc(C)cc(C(F)F)n3n2)cc1,8,-3,-2.2,4,3,-3.6,-2,104,-20
Cc1ccc(NC(=O)CSc2nnc(-c3n[nH]c4ccccc34)n2-c2ccccc2)c(C)c1,6,2,-4.1,-20,8,-5.1,-3,103,-32
CCN(CC)S(=O)(=O)c1cccc(-c2nnc(SCCCC(=O)c3ccccc3)o2)c1,4,3,-2.2,-21,7,-2.6,-8,99,-27
COc1cccc(/C=C/c2nc(S(=O)(=O)c3ccccc3)c(N(C)C)o2)c1,13,1,-0.1,-5,7,-4.1,21,104,-12
Nc1nc2c(c(=O)[nH]1)C(c1cccc3ccccc13)C1=C(N2)c2ccccc2C1=O (stereo not given),3,-4,-1.1,-3,14,-1.0,21,99,-19
COc1cccc(Nc2ccc(C(=O)O)cc2[N+](=O)[O-])c1,-3,1,-0.1,-7,5,-1.8,25,80,-6
COc1ccc(CNc2nc(Cl)c(C#N)s2)cc1,36,2,-1.0,-2,-10,-4.5,2,96,-7
COc1ccc(OC)c(NC(=O)c2cccc(C)c2[N+](=O)[O-])c1,3,0,-0.6,0,-7,-2.2,8,101,0
CC(/C=N/NC(=O)c1cc(-c2ccc3ccccc3c2)n[nH]1)=C\c1ccco1,-26,0,-4.9,24,3,-4.2,23,100,-6
CCOC(=O)C1C(=O)OC(C)(C)C1C(C)C(=O)c1ccc(OC)cc1 (stereo not given),-6,0,-1.8,1,3,-1.5,-1,104,-7
COc1ccc(C(=O)Nc2ccccc2N2CCCC2)cc1,37,4,2.8,12,6,-0.3,4,100,-11
Oc1ccccc1CN(Cc1ccco1)CC(O)COCc1ccc(Cl)cc1 (stereo not given),-13,3,-1.8,0,2,-4.3,-24,101,-7
Cc1ccn2c(C(=O)NNC(=O)Nc3ccc(Cl)cc3)c(C)nc2c1,26,0,-4.1,-2,-6,-2.3,-8,100,-4
O=C(Cc1c(F)cccc1Cl)Nc1ccc(S(=O)(=O)NCC2CCCO2)cc1 (stereo not given),10,1,-1.4,7,-4,-3.4,8,100,-21
COc1ccccc1-n1c(SCC(=O)Nc2ccc3c(c2)OCO3)nc2c(c1=O)SCC2,-22,-6,-2.4,-5,-9,-1.5,2,/,-16
O=[N+]([O-])/C(=C\Nc1ccccc1)S(=O)(=O)c1ccccc1,20,-1,1.7,5,8,-1.6,7,104,-4
CCOc1ccc(N(CC(=O)N/N=C/c2cc([N+](=O)[O-])ccc2Cl)S(C)(=O)=O)cc1,7,-5,-2.4,3,-7,-0.7,-16,98,-4
c1ccc2c(c1)oc1c(N3CCN(Cc4ccc5c(c4)OCO5)CC3)ncnc12,22,-6,6.0,-16,-1,-3.2,2,111,-17
CSc1ccccc1C(=O)Nc1ccc(C)c(C)c1,-20,2,-0.8,-3,6,-3.7,-10,88,-5
CCOC(=O)C1(CC2CC2)CCN(C(=O)c2cccnc2C)CC1,12,3,-2.6,-5,-12,-4.1,19,101,-16
O=C(CSc1nc2nc3c(cc2c(=O)n1-c1ccccc1)CCCC3)Nc1cccc2ccccc12,-6,1,-1.9,-2,-16,-5.2,-32,113,-14
COc1ccc(N=C2SC(C(=O)Nc3ccc(F)cc3)CC(=O)N2C)cc1 (stereo not given),-19,1,-2.6,-6,-13,-2.9,18,97,-8
CN(C)CCC(=O)c1ccc(F)cc1,36,4,-2.6,5,-6,-1.2,13,107,0
Cc1[nH]c(=S)[nH]c(=O)c1CCCO,16,5,-2.0,-10,-10,-1.8,13,103,2
COC(=O)c1ccccc1NC(=O)CN(C1CCCCC1)S(C)(=O)=O,14,3,3.0,-6,-7,-0.6,-1,100,-29
COC(=O)CNC(=O)CNC(=O)Nc1ccccc1,39,0,-3.0,-4,2,-0.8,-2,101,0
CSCc1ccc(C(=O)N2CCC(CCC(=O)N(C)Cc3ccccc3)CC2)o1,53,-4,-0.8,5,-1,-1.9,16,101,-61
O=C(NC(=S)NC1CCCCC1)c1ccc(F)cc1,33,7,-4.6,1,8,-0.1,-19,103,-21
CC(C)N1CCC(N2CCN(Cc3ccc(-c4ccccc4Cl)o3)CC2CCO)CC1 (stereo not given),-10,2,0.4,-45,2,-2.1,-15,94,53*
O=C(CNC(=O)[C@@H]1Cc2ccccc2CN1)NC1CCCCC1,16,5,-1.2,-3,-17,-2.6,4,102,1
CCOCCCn1c(SCC(=O)NC(C)C)nc2ccccc2c1=O,21,9,-1.9,-4,1,0.5,34,103,-13
COc1ccc(N2CCN(C(=O)CCCC(=O)c3ccccc3)CC2)cc1,39,-6,0.0,9,-6,-3.2,5,103,-38
CCc1c(C)c2cc(Cl)c(O)c(CN(C)C)c2oc1=O,28,10,-4.9,10,-12,7.6*,51*,101,-5
COC(=O)C(NC(=O)c1ccco1)(Nc1nc(C)cs1)C(F)(F)F (stereo not given),8,2,-2.2,-2,-14,-2.7,14,85,-2
Cc1cccc(NC(=O)CSc2ccc(-c3ccco3)nn2)c1C,-3,7,-2.5,11,2,-3.8,18,102,-11

(listing goes on)
Molecule,PHOSPHO1 inh,IDE cell activ,VIM-2 inhibitor,HCV NS3 hel inh,p-CIP stab down,IMP-1 inhibitor,SUMO HTRF inh,MEKK3 PB1 HTS,DNA FID counter
CCOC(=O)c1ccc(NC(=O)c2cn(-c3ccccc3)nc2-c2ccncc2)cc1,-14,-1,-2.9,-2,-8,-1.2,-11,97,-6
CN(CC(=O)Nc1cc(S(=O)(=O)N2CCOCC2)ccc1Cl)C1CCS(=O)(=O)C1 (stereo not given),1,2,-5.0,7,-13,-2.0,11,98,-8
Cc1cc(C)c(NC(=S)N(CCCN2CCOCC2)Cc2cccnc2)c(C)c1,2,0,-2.0,-3,-2,-4.8,-3,105,6
Cc1cc(C)c2sc(N(CCN(C)C)C(=O)c3c(F)cccc3F)nc2c1,9,4,-2.2,-44,6,-3.5,-31,99,16
Cc1nn(Cc2ccccc2)c(C)c1/C=N/NC(=O)c1ccncc1,29,4,-3.5,-1,13,-3.1,-18,100,-14
CCOc1ncccc1C(=O)NCC1COc2ccccc2O1 (stereo not given),-33,-7,-3.9,1,-2,-2.8,2,99,-12
CCOC(=O)C1=C(COC(=O)C2(C)CC2(Cl)Cl)NC(=O)NC1c1ccc(OC)cc1 (stereo not given),21,2,0.3,-9,-5,-2.5,-7,102,-28
COc1cccc(C(=O)Nc2ccc3c(c2)CCCN3C(=O)c2cccs2)c1OC,14,1,-1.9,-2,-4,-4.1,12,97,-41
C/C(=N\n1cnnc1)c1ccccc1,8,-2,-2.0,0,-8,-0.6,12,64,-6

An excerpt of these results, field by field.
> Cc1nn(Cc2ccccc2)c(C)c1/C=N/NC(=O)c1ccncc1
  PHOSPHO1 inh: 29 | IDE cell activ: 4 | VIM-2 inhibitor: -3.5 | HCV NS3 hel inh: -1 | p-CIP stab down: 13 | IMP-1 inhibitor: -3.1 | SUMO HTRF inh: -18 | MEKK3 PB1 HTS: 100 | DNA FID counter: -14
> CCOc1ncccc1C(=O)NCC1COc2ccccc2O1 (stereo not given)
  PHOSPHO1 inh: -33 | IDE cell activ: -7 | VIM-2 inhibitor: -3.9 | HCV NS3 hel inh: 1 | p-CIP stab down: -2 | IMP-1 inhibitor: -2.8 | SUMO HTRF inh: 2 | MEKK3 PB1 HTS: 99 | DNA FID counter: -12

Quoted from the results shown (9 entries):
Molecule,PHOSPHO1 inh,IDE cell activ,VIM-2 inhibitor,HCV NS3 hel inh,p-CIP stab down,IMP-1 inhibitor,SUMO HTRF inh,MEKK3 PB1 HTS,DNA FID counter
Cc1ccc(NC(=O)CSc2nnc(-c3n[nH]c4ccccc34)n2-c2ccccc2)c(C)c1,6,2,-4.1,-20,8,-5.1,-3,103,-32
CCN(CC)S(=O)(=O)c1cccc(-c2nnc(SCCCC(=O)c3ccccc3)o2)c1,4,3,-2.2,-21,7,-2.6,-8,99,-27
COc1cccc(/C=C/c2nc(S(=O)(=O)c3ccccc3)c(N(C)C)o2)c1,13,1,-0.1,-5,7,-4.1,21,104,-12
Nc1nc2c(c(=O)[nH]1)C(c1cccc3ccccc13)C1=C(N2)c2ccccc2C1=O (stereo not given),3,-4,-1.1,-3,14,-1.0,21,99,-19
COc1cccc(Nc2ccc(C(=O)O)cc2[N+](=O)[O-])c1,-3,1,-0.1,-7,5,-1.8,25,80,-6
COc1ccc(CNc2nc(Cl)c(C#N)s2)cc1,36,2,-1.0,-2,-10,-4.5,2,96,-7
COc1ccc(OC)c(NC(=O)c2cccc(C)c2[N+](=O)[O-])c1,3,0,-0.6,0,-7,-2.2,8,101,0
CC(/C=N/NC(=O)c1cc(-c2ccc3ccccc3c2)n[nH]1)=C\c1ccco1,-26,0,-4.9,24,3,-4.2,23,100,-6
CCOC(=O)C1C(=O)OC(C)(C)C1C(C)C(=O)c1ccc(OC)cc1 (stereo not given),-6,0,-1.8,1,3,-1.5,-1,104,-7
